T cell HTS = T cell immune modulators affecting CD8 T cell-vesicle binding. 2C CD8+ T cell-vesicle binding, flow cytometry; hits give low values. calls only at 7 µM. 0.068% of 330,000 active;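 active = response, share of CD8 T cells binding vesicles, and their 90th percentile fluorescence all below set limits, cut at about 80% in these data, passing the limit was not always enough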
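incubation = binding step 1.5 h, 37 °C, antibody labelling 20 min, ice | test system = 2C mouse CD8+ T cells | read-out basis = percent CD8+ FL2 mean versus row control | controls = Peptide-free naked vesicles (low) and QL9 vesicles with 0.7% DMSO vehicle (high) | detection = flow cytometry of vesicle-bound cells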
M1AAP inhibition = malaria alanyl aminopeptidase activity blockers – biochemical, fluorogenic H-Leu-NHMec substrate, 1536-well (AID 1445) | recombinant M1AAP, H-Leu-NHMec fluorogenic kinetic assay; higher % means a stronger effect | inhibition, % at 30 µM; hits with a dose series show IC50 in µM | 0.42% of 220,000 active;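 active = primary inhibition above the hit cutoff, then over 50% inhibition at one or more dose response concentrations, cut at about 23% in these data, passing the limit was not always enough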;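 note: plate controls were DMSO full reaction for no effect and no enzyme background for full effect; strong numbers were not always called active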
Yfh1-off respiration = mitochondrial function rescue without frataxin homolog – Friedreich's ataxia, plus single-dose screen, dose response (AID 1465) | S. cerevisiae Yfh1-off respiration, WST-1 reduction, 72 h; higher fold induction means a stronger effect | fold induction at 50 µM; hits with a dose series show EC50 in µM | 0.074% of 220,000 active;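 active = fold induction of absorbance versus untreated yeast above a set limit, then at least 30% activation at any dose in follow-up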;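 note: activators that raise dye reduction in frataxin-depleted yeast; strong numbers were not always called active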
b-catenin transl = beta-catenin nuclear translocation modulation. HeLa beta-catenin nuclear translocation, immunofluorescence imaging. nuclear translocation activity, % at 5 µM. 0.3% of 190,000 active. AID 1665;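 active = nuclear translocation activity above 50% at 5 µM, with a well cell count of 50 or more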;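 note: per-cell ratio of nuclear to cytoplasmic median beta-catenin stain intensity; plate controls were DMSO negative control for no effect and GSK-3 inhibitor IX positive control for full effect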
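Test system: HeLa cells, endogenous beta-catenin; Compound: single 5 µM dose plus 0.02–20 µM confirmation series; Times: compound exposure 24 h at 37°C; Signal: fluorescence imaging of beta-catenin antibody stain plus DAPI; Read-out: % activation, nuclear-to-cytoplasmic median beta-catenin signal ratio per cell.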
Autophagy mod = modulators of autophagy | 0.98% of 190,000 active | MEF GFP-LC3 puncta imaging; test concentration mostly 10 µM | calls only at 10 µM (by protocol) | AID 463193;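 active = percentage of spot-positive cells more than 3 SD above its plate mean, without a fluorescence outlier flag or 80% toxicity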;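 note: spot-positive cell cutoff set from DMSO-treated cells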
P. falciparum M17LAP = P. falciparum M17LAP inhibitors, primary screen, biochemical, fluorogenic H-Leu-NHMec substrate, 1536-well (AID 1619); recombinant M17LAP, H-Leu-NHMec fluorogenic kinetic assay; higher % means a stronger effect; 0.38% of 220,000 active; inhibition, % at 30 µM; hits with a dose series show IC50 in µM;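 active = compound inhibiting the enzyme by more than half at any dose during confirmatory dose-response retesting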;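 note: plate controls were full reaction with DMSO carrier for no effect and no enzyme background for full effect; strong numbers were not always called active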
MT stabilize HCS = microtubule stabilization, imaging screen; HeLa tubulin immunostaining HCS, 24 h; share of cells brighter than vehicle mean+2SD; 0.83% of 200,000 active; AID 2205; % tubulin-high responders, % at 10 µM;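 active = plate Z-score above 3 for both tubulin-high and condensed-nucleus cell shares, with cell loss under 80%, at 10 µM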;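 note: anti alpha tubulin signal scored within the nucleus-defined area of each cell; some results filed as inactive read as strong as hits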
WT yeast gro inh = growth inhibition of WT yeast, mitochondrial fusion screen; AID 1362; inhibition, % at 10 µM; mitochondrial fusion phenotypic screen, WT strain; 2.1% of 190,000 active; in the data active = inhibition above about 58%; tested in S. cerevisiae
Dynein cargo inh = blocks dynein driven cargo transport along microtubules; 3617.4 mouse cells, GR-EGFP nuclear translocation imaging; test concentration mostly 20 µM; stimulated with dexamethasone, 1 µM; hits give low values; 0.47% of 220,000 active; z-score, hits read low;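 active = plate z-score of nuclear minus cytoplasmic receptor signal below a set negative limit, without overly bright fluorescence or cell loss, cut at about -3.5 in these data, passing the limit was not always enough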;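 note: z-score of nuclear minus cytoplasmic ring GR-EGFP intensity difference per well; some compounds called inactive have numbers as strong as hits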
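Buffer or medium: tet-free, stripped-serum medium; reagent: dexamethasone at 1.0 µM final, 30 min; incubation: 48 h induction, 1 h compound, 30 min dex at 37 °C; measured by: formaldehyde fixation, Hoechst nuclear stain, 10x automated fluorescence imaging; read-out: nuclear-to-cytoplasmic GR-EGFP distribution per well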
WT yeast gro inh mutant strain = second read-out of WT yeast gro inh, no call of its own (marks repeat the call); inhibition, %; mitochondrial fusion phenotypic screen, mutant strain inhibition
Dynein cargo inh cytoplasmic EGFP = also measured in Dynein cargo inh; calls as there; z-score; measured here: cytoplasmic GR-EGFP intensity; hits give high values
Dynein cargo inh nuclear GR-EGFP = second read-out of Dynein cargo inh, no call of its own (marks repeat the call); z-score; measured here: nuclear GR-EGFP intensity;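 lower value marks the stronger effect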
Dynein cargo inh cell count = recorded beside Dynein cargo inh, whose call it bears; z-score; measured here: cell count per field
b-catenin transl cell count 5 µM = recorded beside b-catenin transl, whose call it bears; cell count; measured here: cell count, cytotoxicity flag
T cell HTS vesicle-bound % = further read-out of T cell HTS, marked with its call; double positive events, %; measured here: CD8+ vesicle-bound cell fraction;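 binding gate set so that unloaded-vesicle control wells show 10% double positive cells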
MT stabilize HCS Hoechst-high % = second read-out of MT stabilize HCS, no call of its own (marks repeat the call); % Hoechst-high responders; measured here: nuclear condensation Hoechst responders;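 share of cells brighter than vehicle mean plus two SD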
MT stabilize HCS cytotoxicity % = further read-out of MT stabilize HCS, marked with its call; toxicity, %; measured here: cytotoxicity by cell density;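 0% = mean cell density of plate MIN control wells and 100% = no cells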
Autophagy mod cell loss 18 h = also measured in Autophagy mod; calls as there; toxicity, %; measured here: cell loss, nuclei count;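 cell loss after 18 h compound exposure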
Starred values were filed as active, the others as inactive; i = inactive; x = no result given.

SMILES	T cell HTS	T cell HTS vesicle-bound %	M1AAP inhibition	Yfh1-off respiration	b-catenin transl	b-catenin transl cell count 5 µM	Autophagy mod	Autophagy mod cell loss 18 h	P. falciparum M17LAP	MT stabilize HCS	MT stabilize HCS Hoechst-high %	MT stabilize HCS cytotoxicity %	WT yeast gro inh	WT yeast gro inh mutant strain	Dynein cargo inh	Dynein cargo inh cytoplasmic EGFP	Dynein cargo inh nuclear GR-EGFP	Dynein cargo inh cell count
Cc1ccc(S(=O)(=O)N(C)C)cc1NC(=O)COC(=O)c1ccc2c(c1)OCO2	i	41.0	-2.8%	i	0.1	1183	i	-3.2	2.5%	5.9	2.0	6.3	6.1	9.6	-0.745	-0.275	-0.0937	0.53
COC(C)(C)[C@H](O)COc1c2ccoc2cc2oc(=O)ccc12	i	19.9	3.7%	i	x	x	i	10.5	9.6%	2.7	2.1	0.6	-8.9	-13.5	1.29	-0.266	0.883	0.227
C=CCOC(=O)C1=C[C@@H](c2ccccc2)C[C@@H](OCc2ccc(CO)cc2)O1	i	43.8	0.7%	i	-0.5	1152	i	7.4	7.8%	4.7	2.3	4.9	-14.3	-2.0	-0.243	-0.228	0.233	-0.581
O=C(Oc1ccc(Br)cc1C(=S)N1CCCC1)c1ccccc1Cl	i	22.6	11.8%	i	0.3	1449	i	-3.2	4.6%	1.4	1.2	3.9	50.9	38.5	0.0457	-0.176	-0.0458	-0.532
c1ccc(-c2noc(C34CC5CC(CC(C5)C3)C4)n2)nc1	i	57.2	0.5%	i	-1.9	1110	i	0.9	-3.8%	3.4	2.1	8.1	1.7	4.3	-0.949	-0.229	-0.663	0.933
CCOc1ccccc1NC(=O)COC(=O)C(CC)c1ccccc1 (stereo unspecified)	i	22.2	4.8%	i	-1.0	1140	i	-2.7	0.8%	3.5	1.9	8.2	5.2	8.6	-0.531	-0.276	0.0147	0.367
O=C(N/N=C\c1ccc(Sc2ccccn2)o1)c1cccc(Br)c1	i	14.1	6.6%	i	2.4	1397	i	-26.9	2.9%	1.8	1.8	3.7	-3.1	12.8	-0.246	-0.21	0.327	0.164
O=C(O)CSCCCC(=O)Nc1ccc(Br)cc1	i	38.8	2.6%	x	-0.9	1401	i	7.2	46.1%	3.3	1.9	2.0	-13.8	0.2	-0.8	-0.201	-0.269	0.85
CCC1Oc2ccccc2N(CC(=O)NCCCN2CCOCC2)C1=O (stereo unspecified)	i	41.2	x	i	x	x	i	5.3	x	2.6	3.4	7.4	24.2	22.6	-0.476	-0.229	-0.131	0.328
Cc1ccc(CSc2ccc(-c3ccco3)nn2)cc1	i	41.1	2.9%	i	-0.4	1049	i	-3.8	0.7%	6.6	2.9	8.0	4.4	-5.3	-0.613	-0.232	-0.343	-0.316
O=c1c[n+]([O-])c2ccccc2n1OCc1c(F)cccc1F	i	28.8	12.3%	i	1.9	520	i	14.1	18.9%	3.1	0.5	44.0	-3.4	6.4	-0.0328	0.685	0.517	1.21
O=C(Nc1nc2c(s1)CCCC2)c1ccc(Br)s1	i	40.0	9.2%	i	5.1	1117	i	26.9	9.2%	3.9	2.3	2.3	10.4	-4.8	0.661	-0.163	1.2	-0.0825
COc1ccc(OC)c(-c2cc(C(=O)Nc3c(C)nn(Cc4ccccc4)c3C)no2)c1	i	17.2	-6.5%	i	-0.9	825	i	4.9	-7.2%	5.4	3.0	8.5	59.9*	18.7*	-0.143	-0.386	0.245	0.0201
COCC(C)n1c(C)cc(C(=O)Cn2nc(C(=O)O)c3ccccc3c2=O)c1C (stereo unspecified)	i	27.1	2.7%	i	-0.2	1034	i	-9.7	13.1%	1.4	2.4	0.4	-2.5	-6.0	0.832	-0.174	0.461	-0.758
Cc1ccc(/C=N/NC(=O)CSc2nc3ccccc3n2Cc2ccc(Cl)cc2)o1	i	32.5	6.7%	i	2.7	528	i	3.6	19.1%	3.2	2.8	7.3	52.1	-12.0	0.689	-0.264	-0.000243	0.0933
Cc1ccc(Nc2c(-c3ccc(N4CCOCC4)cc3)nc3ncccn23)c(C)c1	i	45.7	6.6%	x	1.3	567	i	4.1	0.9%	4.5	5.0	3.0	5.4	-12.2	-0.86	-0.204	0.24	0.573
COc1ccc(C(=O)NCC(=O)OCC(=O)N2CC(C)CC(C)C2)cc1 (stereo unspecified)	i	8.9	0.8%	i	x	x	i	-13.2	5.7%	1.2	2.1	10.7	6.7	8.0	-0.483	-0.0283	0.0855	0.325
O=C(c1cccc(Cl)c1)N1CCC(N2CCC(C(=O)N3CCOCC3)CC2)CC1	i	51.0	0.3%	i	0.5	1125	i	10.2	-1.9%	4.6	2.2	0.7	-2.2	-5.1	-1.56	-0.273	-0.636	1.44
O=C(NC1CCCCCC1)C1c2ccccc2C(=O)N1Cc1ccco1 (stereo unspecified)	i	37.8	6.5%	i	-1.0	1401	i	23.2	2.1%	4.4	2.9	7.0	20.6	11.7	0.811	-0.242	0.451	-1.33
O=C(CN1C(=O)NC2(CCCCCC2)C1=O)N1CCN(S(=O)(=O)c2ccc(Cl)cc2)CC1	i	13.3	12.1%	i	-0.8	1329	i	29.2	0.5%	3.1	1.5	5.5	-9.2	15.5	-0.472	0.208	0.566	0.114
Cc1cc(C)c(C(=O)/C=C/C=C/c2ccccc2)c(=O)[nH]1	i	40.7	9.2%	i	9.6	524	i	-3.1	19.5%	2.4	3.0	4.1	1.9	-8.4	-2.03	0.414	-1.01	-1.68
CCCCn1nnnc1SCC(=O)N1CCN(C(=O)c2ccco2)CC1	i	66.4	0.2%	i	x	x	i	-2.2	-1.0%	3.2	1.5	9.2	9.1	1.5	-0.596	-0.0769	0.235	1.13
CCc1ccc(-c2nc(CN3CCCC(C(=O)O)C3)c(C)o2)cc1 (stereo unspecified)	i	39.9	12.9%	i	x	x	x	x	11.1%	3.5	2.1	7.9	4.3	11.4	0.075	-0.218	0.0491	0.144
CC(Nc1ccc(Cl)cc1)C(=O)NN (stereo unspecified)	i	19.2	7.5%	i	0.7	1318	x	x	-8.0%	x	x	x	x	x	-0.693	-0.26	0.0524	0.811
CCN1CCN(Cc2ccc(NC(=O)c3ccc(C)c(NC(=O)c4c[nH]c5cc(C(F)(F)F)ccc5c4=O)c3)cc2C(F)(F)F)CC1	x	x	1.4%	i	-0.1	1350	x	x	-5.7%	x	x	x	x	x	0.0324	-0.762	0.17	-0.432
CCSc1nnc(NC(=O)CSc2nc3c(cc2C#N)CCCC3)s1	i	46.5	-0.4%	i	1.9	1363	i	-20.9	1.8%	3.0	1.9	7.9	2.7	0.4	-0.283	-0.131	0.342	1.54
COc1ccc(C(=O)Nc2ccc(C3CC3(Cl)Cl)cc2)cc1 (stereo unspecified)	i	27.1	1.7%	i	-3.8	1013	i	11.0	-3.8%	3.5	2.2	6.8	-1.2	-9.1	0.713	-0.243	0.272	-0.334
CCCOC(=O)c1ccc(NC(=O)c2cc(OC)c(OC)c(OC)c2Br)cc1	i	36.0	8.6%	i	-0.6	1087	i	16.1	0.5%	2.7	1.6	6.5	18.6	-28.1	-0.128	-0.178	-0.225	-0.561
CCCS(=O)(=O)N1CCN(C(=O)COc2ccc(-c3ccccc3)cc2)CC1	i	24.5	6.2%	i	-0.4	1201	i	-8.1	1.6%	4.0	1.8	3.9	12.1	7.3	-0.217	-0.106	0.132	-0.257
O=C(c1cc([N+](=O)[O-])cc([N+](=O)[O-])c1)N1CCN(C(=O)c2ccco2)CC1	i	8.8	1.6%	i	-0.1	1343	x	x	3.9%	x	x	x	x	x	-0.573	-0.24	0.0303	0.667
Cc1cc(N/N=C/c2ccc3c(c2)OCO3)nc2ccccc12	i	20.9	5.6%	i	0.4	1279	x	x	14.8%	x	x	x	x	x	1.65	-0.216	1.34	-0.912
O=C(c1csc(Nc2cccc3ccccc23)n1)N1CCCC1	i	12.2	17.6%	i	1.4	1275	x	x	13.6%	x	x	x	x	x	0.553	-0.237	1.31	-0.885
CCOCCCNC(=S)N1CCC(C(=O)c2ccc3c(c2)OCCO3)CC1	i	10.7	2.1%	i	0.2	1431	i	16.5	-0.7%	2.9	1.7	5.8	4.5	14.6	0.188	-0.243	0.108	0.22
Cn1c(=O)c2c(nc(Br)n2CCSc2nc3ccccc3o2)n(C)c1=O	i	58.8	-2.2%	x	-3.4	1253	i	6.4	-3.9%	2.7	1.9	11.1	19.5	5.0	-0.172	-0.266	0.0283	-0.518
COc1ccc(/C(N)=N/OC(=O)Cc2ccccc2)cc1	i	53.2	-0.7%	i	-2.4	1098	i	-8.0	-9.7%	2.5	3.1	6.6	-14.6	-10.4	-0.461	-0.26	-0.555	0.657
